TRPML3 agonist: human mucolipin-3 channel agonism; activation, % at 3 µM; 0.29% of 220,000 active; HEK293 TRPML3-YFP, Fluo-8 calcium fluorescence; 100% = the carbachol control signal; Q8TDD5;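 active = activation above its plate's cutoff, the mean activation of the plate's test wells plus 3 SD, cut at about 12% in these data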;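 also: 0% = DMSO only wells and 100% = carbachol wells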
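Test system: TRPML3-YFP stable HEK293 cells. Doses: single point at 3 µM. Incubation: dye loading 1 h 37 °C then 30 min ambient, 125 s read. Signal: Fluo-8 calcium dye fluorescence, ex 470-495, em 515-575 nm. Measure: percent activation from peak-to-basal fluorescence ratio, scaled between DMSO and carbachol.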
CHOP inhibitor: inhibitors of CHOP induction in ER stress response | CHO-K1 CHOP-promoter luciferase, tunicamycin-induced, 15-18 h | 3.8% of 220,000 active | inhibition, % at 10 µM;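 active = compounds that reduced the stress-induced luciferase reporter signal by more than about 70% of percent inhibition, limit read from the data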;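 also: 0% = tunicamycin plus vehicle and 100% = wells without tunicamycin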
NPY-Y1 PAM-ag: potentiators or agonists of human neuropeptide Y receptor Y1. P25929. NPY-Y1 expressing cells, potentiator/agonist activation. activation, % at 3.6 µM. 0.37% of 220,000 active. AID 1304; in the data active = activation above about 33%, passing the limit was not always enough;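 also: cells stimulated with NPY at EC10 then isoproterenol at EC100; 0% = low agonist plus stimulus and 100% = saturating agonist plus stimulus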
Target sequence (P25929 whole entry, looked up): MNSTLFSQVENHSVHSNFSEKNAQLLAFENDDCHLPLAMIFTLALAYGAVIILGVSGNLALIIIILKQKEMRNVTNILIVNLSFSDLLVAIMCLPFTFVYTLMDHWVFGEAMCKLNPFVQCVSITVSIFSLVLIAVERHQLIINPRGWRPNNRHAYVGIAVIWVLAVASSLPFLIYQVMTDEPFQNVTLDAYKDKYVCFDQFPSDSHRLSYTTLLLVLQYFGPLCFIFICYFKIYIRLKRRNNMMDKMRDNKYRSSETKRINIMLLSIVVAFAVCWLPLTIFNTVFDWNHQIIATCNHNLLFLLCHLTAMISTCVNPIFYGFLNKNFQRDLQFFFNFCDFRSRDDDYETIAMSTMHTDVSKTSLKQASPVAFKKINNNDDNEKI
EP2 modulator: modulators of human EP2 prostaglandin E2 receptor; P43116; EP2-expressing cells, cAMP HTRF FRET, PGE2 co-stimulation; induction, % at 25 µM; 0.83% of 260,000 active; AID 940;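 active = compounds whose cAMP rise, as percent of the full-agonist control response, exceeds 60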;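 also: rat C6 glioma line stably carrying human EP2 under a CMV promoter; the protocol text gives 20 µM as final concentration; 100% = response of wells given 1 µM PGE2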
Target sequence (P43116 whole entry, looked up): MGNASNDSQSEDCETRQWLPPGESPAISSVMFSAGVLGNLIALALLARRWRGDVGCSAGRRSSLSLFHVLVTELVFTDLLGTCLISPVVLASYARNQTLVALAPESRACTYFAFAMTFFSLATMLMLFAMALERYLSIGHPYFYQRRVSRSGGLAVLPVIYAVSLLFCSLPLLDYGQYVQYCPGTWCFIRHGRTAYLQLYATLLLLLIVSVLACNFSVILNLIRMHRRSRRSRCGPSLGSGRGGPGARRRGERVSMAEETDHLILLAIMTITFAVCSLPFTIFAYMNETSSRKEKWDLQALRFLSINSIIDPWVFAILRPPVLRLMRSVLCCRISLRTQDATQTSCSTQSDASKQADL
14-3-3 Bad PPI: disrupts binding of bovine 14-3-3 zeta to phospho-Bad peptide. TR-FRET 14-3-3zeta/Dy647-pBad peptide displacement, 1 h. inhibition, % at 21.7 µM. 0.71% of 220,000 active;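 active = inhibition above about 70%, limit read from the data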;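 also: 0% = full 14-3-3 plus peptide FRET controls and 100% = background without 14-3-3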
Target sequence (P63103 whole entry, looked up): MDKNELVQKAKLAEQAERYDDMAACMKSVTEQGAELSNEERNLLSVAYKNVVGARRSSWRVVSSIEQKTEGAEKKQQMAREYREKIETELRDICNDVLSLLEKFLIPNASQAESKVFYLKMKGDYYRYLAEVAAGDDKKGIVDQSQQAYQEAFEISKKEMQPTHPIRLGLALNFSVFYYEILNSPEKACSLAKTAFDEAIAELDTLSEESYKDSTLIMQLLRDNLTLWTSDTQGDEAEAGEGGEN
zfTRPN1 agonist: agonists of zebrafish TRPN1 channel; HEK293 zebrafish TRPN1-YFP, Fluo-8 calcium fluorescence; 100% = response to 87 µM carbachol; AID 1424; activation, % at 3 µM; 0.18% of 220,000 active;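 active = activation above its plate's cutoff, the mean activation of test wells on that plate plus 3 SD, cut at about 19% in these data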;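 also: 0% = DMSO alone and 100% = 87 µM carbachol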
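Assay system: Zebrafish TRPN1-YFP in HEK293 cells | Incubation: Dye loading 1 h at 37 °C, then 30 min room temperature | Measured by: Kinetic Fluo-8 fluorescence, ex 470-495, em 515-575 nm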
PPC-1+TRAIL kill: kills PPC-1 cancer cells in the presence of TRAIL; AID 1443; PPC-1 cells + TRAIL, ATPLite viability luminescence; 0.41% of 220,000 active; cell killing (% activity), % at 4 µM;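 active = cell killing above 50% in the first pass at 4 µM, then a duplicate retest at 5 µM averaging 50% or more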;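 also: plate controls were cells with TRAIL plus DMSO for no effect and medium-only wells lacking cells for full effect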
EP2 antag: EP2 receptor (human) inhibition | C6 glioma cells expressing human EP2, cAMP TR-FRET; cells stimulated with saturating PGE2 | AID 1422 | inhibition, % at 25 µM | 0.52% of 260,000 active | P43116;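 active = percent inhibition above 40 after rounding to a whole number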;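 also: rat C6 glioma host cells with rolipram phosphodiesterase inhibitor present; the protocol text gives 20 µM as final concentration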
NPY Y1 blocker: NPY-Y1 (human) receptor antagonism | AID 1040 | 1% of 200,000 active | P25929 | HEK293-CNG Y1 cells, membrane potential fluorescence; NPY at EC95, then isoproterenol | inhibition, % at 3.6 µM;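 active = inhibition above the campaign mean inhibition of all tested compounds plus 3 SD, cut at about 20% in these data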;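 also: 0% = DMSO wells given NPY plus isoproterenol and 100% = isoproterenol alone without NPY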
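material = HEK293 cells with Y1 receptor plus CNG channel | also added = NPY 25 nM then isoproterenol 1 µM plus Ro 20-1724 25 µM | schedule = dye 3 h, compound 60 min room temperature, stimulation 45 min | measured by = membrane potential fluorescence | benchmarks = high control isoproterenol alone, low control NPY with isoproterenol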
An asterisk follows results filed as active; nt = no result given; & = joins results of further samples; [ ] = dose if it differs, or a comment. These rows are one share of the data; the hit share may differ from the screen's.

SMILES	TRPML3 agonist	CHOP inhibitor	NPY-Y1 PAM-ag	EP2 modulator	14-3-3 Bad PPI	zfTRPN1 agonist	PPC-1+TRAIL kill	EP2 antag	NPY Y1 blocker
Cc1ccc(-n2c(N)c(C(=O)Nc3c(C)n(C)n(-c4ccccc4)c3=O)c3nc4ccccc4nc32)cc1C	-0.8	91*	36	-1	15	-2.4	12	10	-3
CCn1c(=O)cc(OCC(=O)NCCc2cccc(C)c2)c2ccccc21	0.1	9	-19	-32	-7	0.8	14	5	11
Cc1ccc(Cl)c(NC(=O)COC(=O)CNS(=O)(=O)/C=C/c2ccccc2)c1Cl	0.0	11	8	10	1	-0.2	23	15	0
C/C(CC(=O)Nc1ccc(Cl)cc1Cl)=N\NC(N)=S	0.1	42	8	27	-3[fluorescence artefact?]	-0.1	20	10	-8
Cc1c(N2C(=O)c3cccc4cccc(c34)C2=O)c(=O)n(-c2ccccc2)n1C	1.0	7	11	-11	-3	2.5	-15	26	-1
Cc1ccc(-n2c(=S)[nH]c3nc4c(cc3c2=O)COC(C)(C)C4)cc1	0.1	-16	-10	10	-5[fluorescence artefact?]	0.5	20	8	-2
COc1ccc(C2CC(C(F)(F)F)n3ncc(C(=O)O)c3N2)cc1OC (centres undefined)	0.5	-4	5	2	-3	1.6	9	13	4
N#Cc1nc(-c2ccc(OCc3ccccc3)cc2)oc1NCCN1CCOCC1	-0.2	33	0	-29	9[fluorescence artefact?]	1.1	16	nt	0
C=CCCC1(C)C(=O)N(c2ccccc2)c2ccccc21 (centres undefined)	-0.3	41	-1	77*	14[fluorescence artefact?]	-2.0	24	5	-5
Cc1ccc(N2CCN(C(=O)Nc3cccc([N+](=O)[O-])c3)CC2C)cc1 (centres undefined)	3.5	25	3	-21	-11	5.3	19	7	-1
COc1ccc(Cn2nnnc2C(c2ccccn2)N2CCN(c3cc(Cl)ccc3C)CC2)cc1 (centres undefined)	1.3	21	15	5	-2	0.1	8	5	-4
Cc1nn2cc(-c3ccccc3)nc2[nH]c1=O	-0.8	13	2	-9	5	3.1	-8	13	0

Molecules shown so far containing a Cl atom:
SMILES	TRPML3 agonist	CHOP inhibitor	NPY-Y1 PAM-ag	EP2 modulator	14-3-3 Bad PPI	zfTRPN1 agonist	PPC-1+TRAIL kill	EP2 antag	NPY Y1 blocker
Cc1ccc(Cl)c(NC(=O)COC(=O)CNS(=O)(=O)/C=C/c2ccccc2)c1Cl	0.0	11	8	10	1	-0.2	23	15	0
C/C(CC(=O)Nc1ccc(Cl)cc1Cl)=N\NC(N)=S	0.1	42	8	27	-3[fluorescence artefact?]	-0.1	20	10	-8
COc1ccc(Cn2nnnc2C(c2ccccn2)N2CCN(c3cc(Cl)ccc3C)CC2)cc1 (centres undefined)	1.3	21	15	5	-2	0.1	8	5	-4

New compounds follow
SMILES	TRPML3 agonist	CHOP inhibitor	NPY-Y1 PAM-ag	EP2 modulator	14-3-3 Bad PPI	zfTRPN1 agonist	PPC-1+TRAIL kill	EP2 antag	NPY Y1 blocker
COc1cccc(/C(C)=N/NC(=O)c2cc(-c3cccnc3)nc3ccccc23)c1	0.4	22	-17	-50	-3	-0.8	-22	5	8
S=C(NCCOCCOCCNC(=S)Nc1ccccc1)Nc1ccccc1	0.1	-1	2	-12	0	0.7	4	6	-5
Cc1ccccc1NC(=O)Cn1c(=O)n(-c2ccc(CC(=O)NCC3CCCO3)cc2)c(=O)c2ccccc21 (centres undefined)	0.3	5	21	-15	8	1.1	9	6	-5
Cc1ccc(S(=O)(=O)n2ccnc2)cc1C	nt	48	nt	15	-2	nt	41	12	nt
Cc1cc(C)n(-c2nc3ccccc3n3cnnc23)n1	0.8	4	-4	-2	3	-0.3	-12	6	-1
CC(C)CC1NC(=O)N(CC(=O)N2CCN(S(=O)(=O)c3ccccc3)CC2)C1=O (centres undefined)	0.4	16	-6	3	0	0.7	5	22	1
O=C(CCc1ccccc1)NC(=S)Nc1cccc(Br)c1	0.5	72*	-17	-20	-34	0.7	16	12	8
CCCNC(=O)Nc1ccc2c(c1)nc(C)n2C	0.3	-16	11	-11	6	-0.1	21	6	-3
Cc1ccc(OCC(=O)Nc2ccc(O)c(-c3nc4ccccc4o3)c2)cc1	0.8	89*	6	15	6[fluorescence artefact?]	-0.6	3	nt	-6
CCCc1[nH]nc2c1C(c1cccnc1)C(C#N)=C(N)O2 (centres undefined)	-0.1	15	-6	-1	-6	1.5	9	8	17
c1ccc(CC2CCN(c3ncnc4sccc34)CC2)cc1	2.5	74*	-52	-75	12	4.9	25	6	15
CC(C)CCN1NC2(CCCC(C)C2)NC1=S (centres undefined)	0.3	-4	0	-2	-1	-0.6	5	9	nt
CC(C)Cn1c(-c2ccc(Cl)cc2)cnc1SCC(=O)N1CCOCC1	0.3	18	-11	8	19	0.6	40	10	9
O=C(CNC(=O)OCc1ccccc1)NC1CCCCCC1	0.6	36	-3	4	10	0.8	7	6	3
CCC(Oc1ccccc1)C(=O)N1CCN(CC)CC1 (centres undefined)	-0.2	-11	-12	22	-1	-1.1	22	19	8
Nc1nc(C2CC2)c(Sc2sc(N)nc2C2CC2)s1	1.1	26	10	-23	2	1.2	2	11	-4
CCOC(=O)c1ccc(NC(=O)C2(c3ccc(OC)cc3)CCCC2)cc1	0.6	-3	8	-40	-1[fluorescence artefact?]	2.0	15	16	5
CC1Cc2ccccc2N1C(=S)NC(=O)c1ccc(Cl)cc1Cl (centres undefined)	-0.4	-32	-18	7	1	-2.0	34	5	25*
O=C(O)CCC(=O)Nc1ccc(N2CCCCCC2)cc1	-0.2	38	6	12	-23	0.7	24	nt	3
COC(=O)c1ccccc1N1CCS(=O)(=O)CC1	0.8	16	18	32	-20	0.6	40	4	-1
COCCn1c(SCC(=O)Nc2nnc(C)s2)nnc1-c1cc2ccccc2cc1O	-1.4	11	10	-5&26	nt	-0.4	13	4&9	3
Cn1c(=O)[nH]c(=O)c2c1nc(CN1CCOCC1)n2CCCc1ccccc1	-0.2	27	15	12	10[fluorescence artefact?]	-0.4	6	10	4
O=C(O)CCc1nc2cc3ccccc3cc2[nH]1	0.5	-9	13	12	5	2.3	14	4	-4
O=C1COc2ccc(C(=O)CSc3nnc(NCc4ccccc4)s3)cc2N1	0.1	13	5	-24	5	1.1	8	3	nt

Molecules shown so far with an aryl thioether with sulfur outside any ring (four):
SMILES	TRPML3 agonist	CHOP inhibitor	NPY-Y1 PAM-ag	EP2 modulator	14-3-3 Bad PPI	zfTRPN1 agonist	PPC-1+TRAIL kill	EP2 antag	NPY Y1 blocker
CC(C)Cn1c(-c2ccc(Cl)cc2)cnc1SCC(=O)N1CCOCC1	0.3	18	-11	8	19	0.6	40	10	9
Nc1nc(C2CC2)c(Sc2sc(N)nc2C2CC2)s1	1.1	26	10	-23	2	1.2	2	11	-4
COCCn1c(SCC(=O)Nc2nnc(C)s2)nnc1-c1cc2ccccc2cc1O	-1.4	11	10	-5&26	nt	-0.4	13	4&9	3
O=C1COc2ccc(C(=O)CSc3nnc(NCc4ccccc4)s3)cc2N1	0.1	13	5	-24	5	1.1	8	3	nt

More records:
SMILES	TRPML3 agonist	CHOP inhibitor	NPY-Y1 PAM-ag	EP2 modulator	14-3-3 Bad PPI	zfTRPN1 agonist	PPC-1+TRAIL kill	EP2 antag	NPY Y1 blocker
CN(c1ccccc1)S(=O)(=O)c1ccc(Cl)c(C(=O)NCCc2c[nH]c3ccccc23)c1	4.1	33	16	-44	-16	-2.5	-16	4	0
COC(=O)c1ccccc1NC(=O)C1CCN(S(=O)(=O)c2cc(C)ccc2OC)CC1	-0.7	15	-23	-17	-5	-1.7	2	19	2
O=C(OCC(=O)c1ccc[nH]1)c1ccc2ccccc2n1	0.6	18	3	0	3	-1.1	4	9	1
CC(O)[C@H]1CN=C(N)N1CCCCC1CCCCC1 (some centres undefined)	nt	7	nt	-4	-2	nt	16	6	nt
CC(C)c1ccccc1OCCNC(=O)c1cccnc1	3.2	7	5	-26	-10	4.6	-5	6	5
COCCn1c(=S)[nH]c2cc(C(=O)NC(C)C)ccc2c1=O	0.3	28	2	6	-13	0.0	-6	1	8
CC(=O)Nc1nc(=O)c2ccccc2s1	-1.1	-4	4	8	-1	-0.3	2	7	-5
CCC(=O)Nc1c(S(=O)(=O)c2ccccc2)c2nc3ccccc3nc2n1C(C)c1ccccc1 (centres undefined)	0.0	17	15	44	7	-0.4	17	7	-1
CCCn1c(SCc2nc(-c3cccs3)no2)nnc1-c1ccncc1	0.0	20	-14	3	-12	-0.7	-16	12	-3
Cc1ccc(N=C2CCCCCN2C)c(C#N)c1	0.9	37	-14	19	47	-0.5	15	11	6
Cc1cc2cc(C)c3nnc(SCC(=O)N4CCN(C(=O)c5ccco5)CC4)n3c2cc1C	0.1	nt	-29	nt	nt	-0.5	nt	20	0
C=C(C)CSc1nc2ncc(Cl)cc2[nH]1	-0.4	1	-16	18	1	-1.6	41	2	-2
CCC(Sc1nncn1C)C(=O)Nc1cc(C)on1 (centres undefined)	0.4	14	13	-15	-5	1.2	-12	1	3
O=C(Nc1cccnc1Cl)C1c2ccccc2Oc2ccccc21	-0.8	19	-5	6	13	-0.5	16	12	-1
CN(C)C(=O)CSc1n[nH]c(=O)[nH]c1=O	1.4	20	-4	19	2	0.9	-25	9	8
CCOC(=O)c1c(N)nn(C(=O)CC)c1-c1ccccc1	0.5	27	-13	20	3	-1.0	31	6	3
CCCOC(=O)C1C2C=CC3(CN(c4cccc(Cl)c4)C(=O)C13)O2 (centres undefined)	0.4	6	6	16	3	0.2	10	7	-2
COc1ccc(OCC(=O)NC(=S)N2CCCc3ccccc32)cc1	0.4	10	0	-18	-9	-1.1	6	18	3
O=C(NCC(=O)N(Cc1cccs1)C(C(=O)NC1CCCCC1)c1cccnc1)c1ccco1 (centres undefined)	0.4	-8	-11	18	-8[fluorescence artefact?]	0.0	-2	14	-1
CCCOCc1ccc(O)c2ncccc12	0.5	-24	14	17	-9	0.1	0	9	nt
O=C(COc1ncnc2sccc12)N1CCc2ccccc2C1	0.0	-5	11	6	4	0.0	5	4	-2
COC(=O)Nc1ncc(CN2CCc3ccccc3C2)s1	1.8	14	-1	33	4[fluorescence artefact?]	2.3	15	10	-3
CCc1nnc(NC(=O)CSc2nc3cc4c(cc3cc2CC)OCCO4)s1	0.0	33	-3	47	-14[fluorescence artefact?]	0.6	26	34	-1

Shown in CSV form: entries from further up.
SMILES,TRPML3 agonist,CHOP inhibitor,NPY-Y1 PAM-ag,EP2 modulator,14-3-3 Bad PPI,zfTRPN1 agonist,PPC-1+TRAIL kill,EP2 antag,NPY Y1 blocker
COC(=O)Nc1ncc(CN2CCc3ccccc3C2)s1,1.8,14,-1,33,4[fluorescence artefact?],2.3,15,10,-3
CCc1nnc(NC(=O)CSc2nc3cc4c(cc3cc2CC)OCCO4)s1,0.0,33,-3,47,-14[fluorescence artefact?],0.6,26,34,-1
